Cneo AK release = causes C. neoformans cell lysis. adenylate kinase release luminescence, 4 h; normalised: neutral wells 0, clomiphene wells 100. 360,000 compounds, 0.2% hits. lysis activity, % at 15 µM;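 active = mean lysis activity across replicates of at least 80%, whatever share of replicates individually reach that level; inactive = mean lysis activity below 80%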
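Signal: Adenylate kinase release luminescence | Assay system: Log-phase Cryptococcus neoformans yeast cells | Input: Cells at 5 × 10^6 per mL | Buffer or medium: Fresh YPD growth medium | Compound: Single dose | Schedule: Static 4 h at 37 °C with compound, 1 h detection | Controls: Clomiphene | Read-out: Luminescence rise reflecting yeast cell lysis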
ERAP1 HTS inh = inhibitors of human ERAP1 aminopeptidase; recombinant ERAP1, Leu-AMC fluorescence, 60 min; inhibition, % at 10.7 µM; 340,000 compounds, 0.15% hits;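 active = mean replicate inhibition of at least 30%, or all replicates individually reaching that 30% level; inactive = mean below 30% and not every replicate reaching it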;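 note: 0% = neutral control wells and 100% = L-leucinethiol positive control wells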
E-sel inducer = E-selectin induction on HUVECs; P16581; HUVEC E-selectin immunofluorescence imaging; normalized: neutral wells 0, TNF-alpha wells 100; activation, % at 7.58 µM; 260,000 compounds, 0.37% hits; AID 686992;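 active = mean E-selectin-positive cell signal at least 10% of the positive control, reached in at least 60% of replicates, without over 20% cell loss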;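 note: in these data hits start at about 27%; measured in HUVEC primary endothelial cells; signal is the percent of cells scored E-selectin positive by PE staining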
Target sequence (P16581 whole entry, looked up): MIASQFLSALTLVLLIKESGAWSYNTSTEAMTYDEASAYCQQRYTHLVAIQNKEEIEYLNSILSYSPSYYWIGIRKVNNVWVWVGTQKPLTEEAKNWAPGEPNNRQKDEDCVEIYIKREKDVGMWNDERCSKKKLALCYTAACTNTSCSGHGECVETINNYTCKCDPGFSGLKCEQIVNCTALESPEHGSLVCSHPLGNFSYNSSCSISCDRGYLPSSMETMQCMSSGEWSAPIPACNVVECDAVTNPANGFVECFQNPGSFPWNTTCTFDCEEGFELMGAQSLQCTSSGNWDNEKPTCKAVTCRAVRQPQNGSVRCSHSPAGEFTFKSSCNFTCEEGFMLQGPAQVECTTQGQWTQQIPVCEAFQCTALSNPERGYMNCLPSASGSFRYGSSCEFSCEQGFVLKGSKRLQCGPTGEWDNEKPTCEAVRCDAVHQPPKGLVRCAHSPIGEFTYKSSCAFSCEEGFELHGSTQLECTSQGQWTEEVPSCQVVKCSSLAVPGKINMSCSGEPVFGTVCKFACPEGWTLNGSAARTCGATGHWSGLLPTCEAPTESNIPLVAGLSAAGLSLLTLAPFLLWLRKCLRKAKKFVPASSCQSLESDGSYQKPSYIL
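Read-out: % PE-positive cells | Test system: HUVEC | Doses: One compound dose added by pin transfer | Buffer or medium: EGM-2 over gelatin coat | Signal: Immunofluorescence imaging | Benchmarks: TNF-alpha, DMSO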
miR122 inh = inhibitors of miR-122 in Huh7 cells | Huh7 miR-122 Renilla luciferase sensor, 48 h; neutral wells = 0, positive control = 100 | activation (reporter increase), % at 12.5 µM | 340,000 compounds, 0.3% hits;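 active = mean replicate activation score at least 90 and every replicate individually at or above 90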;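 note: higher luciferase means less miR-122 activity so hits act as miR-122 inhibitors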
RAD54 branch = inhibitors of human RAD54 branch migration; Q92698; inhibition, % at 10.4 µM; 360,000 compounds, 0.14% hits; RAD54 Holliday junction branch migration, FAM/BHQ fluorescence;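 active = mean normalized replicate activity at least 40 and at least half of replicates scoring 40 or more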;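 note: 0% = median of neutral control wells and 100% = median of positive control wells; inhibitors cause a drop in the FAM fluorescence signal; in these data hits start at about 50%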
PGC1a acetyl inh = PGC1a acetylation modulation, inhibitor mode. U2OS PGC1a acetylation, AlphaScreen anti-acetyl-lysine; with virally co-expressed GCN5 acetyltransferase. inhibition, % at 15.6 µM. 350,000 compounds, 0.17% hits. AID 651687;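 active = every replicate shows inhibition of at least 40%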;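 note: 0% = neutral control wells and 100% = positive control wells; some results beyond the cut were filed as inactive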
RAD52 inh = inhibitors of human RAD52 DNA annealing; recombinant RAD52 DNA annealing, FRET fluorescence; inhibition, % at 18.7 µM; 360,000 compounds, 0.46% hits; AID 651710;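 active = every replicate showing at least 50% inhibition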
Target sequence (P43351 whole entry, looked up): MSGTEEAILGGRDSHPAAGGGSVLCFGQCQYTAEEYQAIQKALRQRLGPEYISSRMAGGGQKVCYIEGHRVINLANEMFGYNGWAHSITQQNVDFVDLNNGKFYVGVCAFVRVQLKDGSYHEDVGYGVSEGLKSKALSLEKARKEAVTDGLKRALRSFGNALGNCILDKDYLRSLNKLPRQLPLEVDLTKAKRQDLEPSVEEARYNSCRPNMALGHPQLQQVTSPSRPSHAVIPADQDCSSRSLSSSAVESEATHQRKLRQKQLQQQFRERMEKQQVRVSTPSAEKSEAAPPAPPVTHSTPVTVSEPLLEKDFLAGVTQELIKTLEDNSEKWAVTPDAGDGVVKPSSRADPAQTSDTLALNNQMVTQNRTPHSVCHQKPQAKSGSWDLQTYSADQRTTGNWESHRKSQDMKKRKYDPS
PglD DTNB = blocks C. jejuni PglD acetyltransferase activity | 360,000 compounds, 0.098% hits | purified PglD enzyme, DTNB colorimetric CoA detection | AID 602405 | inhibition, % at 12.5 µM; in the data active = inhibition above about 16%, passing the limit was not always enough; note: strong numbers were not always called active
The depositor's hits bear a star; nt = no result given; [ ] = another dose, or the depositor's remark.

SMILES | Cneo AK release | ERAP1 HTS inh | E-sel inducer | miR122 inh | RAD54 branch | PGC1a acetyl inh | RAD52 inh | PglD DTNB
COc1ccccc1CCNC(C)CCc1ccc(O)cc1 (stereo not given) | -5.1 | -3.7 | 0.0 | nt | -7.4 | nt | -10.4 | 2.3
COc1ccccc1NC(C)C(=O)N/N=C/c1ccccc1OCc1cccc(Br)c1 (stereo not given) | nt | 1.3 | nt | 6.5 | nt | 3.3 | -1.1 | nt
COc1ccccc1NC(=O)COC(=O)c1ccc2ccccc2n1 | -0.4 | -0.6 | -0.3 | nt | 2.9 | nt | -27.3 | -3.2
Cc1nc2c(ccc3nc(NC(=O)Cc4cccc5ccccc45)sc32)s1 | 14.4 | -2.1 | 1.7 | -2.7 | -2.4 | -11.3 | -16.8 | -7.2
C[C@H](CO)N1C[C@H](C)[C@H](CN(C)C(=O)Nc2ccc3c(c2)OCO3)OCCCC[C@H](C)Oc2ccc(NS(=O)(=O)c3cn(C)cn3)cc2C1=O | 0.1 | 0.3 | -0.2 | 1.5[16.7 µM] | 5.9 | 7.3 | -10.4 | 1.9
O=C(Nc1ccc(F)cc1)OCCN1CCN(Cc2ccccc2)CCC1=O | -7.6 | 11.8 | 0.0 | nt | 7.3 | nt | 6.0 | 5.0
CCc1cccc(NC(=O)CCCCCC2NC(=O)NC2C)c1 (stereo not given) | nt | -3.0 | 2.9 | nt | nt | -1.0 | -8.5 | nt
Cc1cccc(C)c1OCCCCN1CCNCC1 | -5.2 | -0.5 | nt | 11.1 | 8.9 | 4.8 | -12.8 | -2.1
O=C(Nc1ccc2c(c1)[C@H]1C[C@H](CC(=O)N3CCOCC3)O[C@@H](CO)[C@H]1O2)Nc1ccccc1F | 10.1 | 1.7 | -0.1 | 4.1[16.7 µM] | -0.4 | 1.4 | 0.8 | 3.8
CC(C)C(=O)Nc1nnc(S(=O)(=O)N(C)c2ccc(Cl)cc2)s1 | -0.6 | -3.2 | -0.1 | nt | -2.8 | -11.9 | -17.7 | 2.3
COc1ccc(NC(=O)C2(C)Cc3c(-c4ccc5c(c4)OCO5)ccnc3O2)cc1OC (stereo not given) | -1.4 | 1.4 | 4.1 | -1.6 | 4.1 | 1.6 | -13.0 | -4.3
CC(=O)Nc1ccc(CN(C)c2c(C)nc3ccc(C(=O)N(C)Cc4ccco4)cn23)cc1 | -1.1 | -1.5 | 0.1 | 1.8 | 2.8 | 11.2 | 7.4 | 3.5
CCOc1ccc(C2/C(=C(/O)c3ccc(S(=O)(=O)N4CCCCC4)cc3)C(=O)C(=O)N2CCCOC)cc1OC (stereo not given) | 3.8 | -1.3 | nt | -5.1 | -10.8 | -6.9 | 44.2 | -0.3
COc1ccc(N(C)C(=O)c2oc(=O)c3ccccc3c2-c2ccccc2)c(OC)c1 | -2.1 | -1.5 | nt | 1.3 | -4.7 | -10.0 | -4.0 | 3.1
COC(=O)c1ccc(NC(=O)c2cc3c(CO)cnc(C)c3oc2=Nc2cccc(C(N)=O)c2)cc1 | 3.6 | 0.7 | nt | nt | 5.0 | nt | -12.4 | 3.6
C[C@@H]1CN([C@@H](C)CO)C(=O)Cc2cc(NC(=O)Nc3cccc4ccccc34)ccc2O[C@H]1CN(C)Cc1ccc2c(c1)OCO2 | 0.3 | -4.3 | nt | -7.1[16.7 µM] | 25.5 | -5.3 | 53.7* | -5.4
COc1cccc(S(=O)(=O)N(C)C[C@@H]2Oc3cc(C4=CCCCC4)ccc3S(=O)(=O)N([C@@H](C)CO)C[C@H]2C)c1 | -3.5 | 1.1 | -0.3 | -23.1[16.7 µM] | 0.8 | -3.9 | 8.8 | -6.8
CC(C)N1CCC1(C)C(=O)Nc1cccc2ccccc12 (stereo not given) | 0.9 | 0.4 | -0.3 | -1.0 | 3.6 | nt | 3.1 | 4.1
COc1ccc(OC)c(NC(=O)CSc2nnc(CNc3ccc(C)cc3C)o2)c1 | -0.2 | nt | nt | -0.1 | -7.1 | -0.4 | nt | -1.7
CCOC(=O)N1CCN(C(=O)CN2C(=O)NC(C)(c3ccc4ccccc4c3)C2=O)CC1 (stereo not given) | -1.9 | -2.0 | nt | 6.8 | 7.8 | -8.1 | -14.2 | -0.1

Pulled by compound from the list above (6):
SMILES | Cneo AK release | ERAP1 HTS inh | E-sel inducer | miR122 inh | RAD54 branch | PGC1a acetyl inh | RAD52 inh | PglD DTNB
O=C(Nc1ccc2c(c1)[C@H]1C[C@H](CC(=O)N3CCOCC3)O[C@@H](CO)[C@H]1O2)Nc1ccccc1F | 10.1 | 1.7 | -0.1 | 4.1[16.7 µM] | -0.4 | 1.4 | 0.8 | 3.8
C[C@@H]1CN([C@@H](C)CO)C(=O)Cc2cc(NC(=O)Nc3cccc4ccccc34)ccc2O[C@H]1CN(C)Cc1ccc2c(c1)OCO2 | 0.3 | -4.3 | nt | -7.1[16.7 µM] | 25.5 | -5.3 | 53.7* | -5.4
Cc1nc2c(ccc3nc(NC(=O)Cc4cccc5ccccc45)sc32)s1 | 14.4 | -2.1 | 1.7 | -2.7 | -2.4 | -11.3 | -16.8 | -7.2
Cc1cccc(C)c1OCCCCN1CCNCC1 | -5.2 | -0.5 | nt | 11.1 | 8.9 | 4.8 | -12.8 | -2.1
COc1cccc(S(=O)(=O)N(C)C[C@@H]2Oc3cc(C4=CCCCC4)ccc3S(=O)(=O)N([C@@H](C)CO)C[C@H]2C)c1 | -3.5 | 1.1 | -0.3 | -23.1[16.7 µM] | 0.8 | -3.9 | 8.8 | -6.8
CC(C)C(=O)Nc1nnc(S(=O)(=O)N(C)c2ccc(Cl)cc2)s1 | -0.6 | -3.2 | -0.1 | nt | -2.8 | -11.9 | -17.7 | 2.3

The list continues.
SMILES | Cneo AK release | ERAP1 HTS inh | E-sel inducer | miR122 inh | RAD54 branch | PGC1a acetyl inh | RAD52 inh | PglD DTNB
CCCCN(C)C(=O)C1CCN(CCCc2ccccc2)CC1 | 1.1 | -3.9 | nt | 5.0 | -4.9 | -9.1 | -13.3 | -0.7
Cc1ccc(-c2nc3ccccc3n3nnnc23)cc1 | -3.2 | nt | nt | -6.0 | -0.3 | 22.7 | nt | -1.6
COCOCCn1cc(CN2CCS(=O)(=O)N(Cc3ccc(-c4ccc(Cl)c(Cl)c4)cc3)C(C(C)C)C2=O)nn1 (stereo not given) | 3.4 | -0.6 | 0.1 | -11.1 | 2.6 | -23.5 | -9.2 | -3.1
CC(C)c1ccc(O)c(NC(=O)c2cccnc2)c1 | 0.8 | -0.3 | nt | -3.2 | -2.8 | 0.9 | -4.0 | 0.2
Cc1ccc(C)c(NC(=O)CSc2nnc(Cc3cccn3C)n2-c2ccc(F)cc2)c1 | -3.7 | -2.6 | 0.0 | 3.7 | -0.4 | -1.6 | -19.9 | -4.6
COc1ccccc1C1NC(=O)NC(C)=C1C(=O)OC1CCC(C)CC1 (stereo not given) | 0.5 | -0.6 | nt | -1.6 | 1.0 | -7.8 | -6.9 | 5.6
Cc1ccccc1Cn1c2ccccc2c2cnn(CC(=O)NCCCN3CCOCC3)c(=O)c21 | -0.5 | -3.9 | nt | -2.8 | 5.8 | -4.0 | -5.6 | -2.5
O=C1CNC[C@H]2[C@H](c3ccc(C4=CCCC4)cc3)[C@@H](CO)N12 | nt | 0.0 | -0.2 | nt | nt | 1.6 | -22.7 | nt
CCC1NC(=O)c2cccnc2-n2c1nc1cc(F)ccc1c2=O (stereo not given) | -0.8 | 3.6 | -0.2 | -2.2 | 0.9 | 2.1 | -4.8 | -0.5
Cc1ccc(-c2c(C(=O)NCc3ccc(F)cc3)oc(=O)c3ccccc23)cc1 | 1.3 | nt | nt | -8.4 | 5.3 | -5.8 | nt | -8.8
Cc1noc(C)c1NC(=O)N(C)C[C@H]1Oc2c(NS(=O)(=O)c3cccs3)cccc2C(=O)N([C@@H](C)CO)C[C@H]1C | -1.9 | -1.2 | -0.1 | -2.5[16.7 µM] | 3.4 | 5.7 | -54.2 | -2.4
Cc1noc(C)c1NC(=O)Nc1ccc2c(c1)CC(=O)N([C@@H](C)CO)C[C@H](C)[C@H](CN(C)C(=O)Nc1ccccc1)O2 | 0.0 | 3.3 | -0.1 | -6.1[16.7 µM] | -1.0 | 9.8 | 0.0 | 2.5
CN(C)c1ccc(NC(=O)COC(=O)CCC(=O)c2ccc(F)cc2)cc1 | -8.4 | nt | nt | 4.1 | -0.7 | 2.6 | nt | -5.3
Cc1[nH]c2ccccc2c1CN1CCC(Cc2ccccc2)CC1 | 1.0 | -4.6 | 1.1 | -1.9 | 16.5 | -5.1 | 1.3 | 1.1
O=C(Cc1ccccn1)NCC[C@@H]1CC[C@@H](NS(=O)(=O)c2ccc(Cl)cc2)[C@@H](CO)O1 | 5.0 | -6.8 | 0.2 | nt | -3.7 | -5.9 | -25.6 | 3.6
C[C@H](CO)N1C[C@H](C)[C@@H](CN(C)S(=O)(=O)c2cccc(C#N)c2)OCc2ccccc2-c2c(n(C)c3ccccc23)C1=O | 28.9 | -1.4 | -0.2 | nt | 3.3 | 17.0 | -9.0 | 3.4
Cn1c(N)c(C(=O)COC(=O)c2ncc(Cl)c(Cl)c2Cl)c(=O)n(C)c1=O | nt | -0.8 | nt | -6.0 | nt | -1.1 | -9.5 | nt
CCOc1cc(/C=N/Nc2cc(C)nc(-n3nc(C)cc3C)n2)ccc1O | -1.2 | 0.2 | 0.6 | 12.0 | -6.1 | 5.9 | -13.1 | 7.4
CCOC(=O)c1cnc2c(C#N)c(C)nn2c1-c1ccccc1 | -1.9 | -3.3 | -0.2 | nt | 9.7 | nt | 5.5 | 2.7
C[C@@H]1CN([C@@H](C)CO)C(=O)c2cccc(NS(C)(=O)=O)c2O[C@@H]1CN(C)C(=O)NC1CCCCC1 | -0.7 | 0.9 | nt | 0.4[16.7 µM] | -9.1 | -1.1 | 0.9 | 0.1
O=C(C[C@H]1C[C@H]2c3cc(NC(=O)NC4CCCC4)ccc3O[C@H]2[C@@H](CO)O1)NCc1ccc2c(c1)OCO2 | -4.4 | -0.6 | 2.2 | 4.3[16.7 µM] | -1.5 | -4.2 | 8.5 | -0.3
C[C@H](CO)N1C[C@H](C)[C@@H](CN(C)S(=O)(=O)c2ccc(F)cc2)Oc2ccc(NC(=O)c3ccncc3)cc2CC1=O | 1.9 | -1.2 | -0.2 | -2.9[16.7 µM] | -5.7 | 4.5 | 2.6 | -4.3
O=C(CSCc1ccc(Br)cc1)NC1CC1 | -0.9 | 0.5 | -0.1 | -4.1 | 8.9 | -8.1 | -7.5 | -2.2
O=C(Cn1ncc2c(=O)oc3ccccc3c21)NCCCN1CCCC1=O | 3.0 | -2.3 | 1.7 | 2.3 | 5.0 | nt | -6.8 | -3.4
O=c1c2ccccc2nc(-c2ccccc2)n1Cc1ccco1 | 1.5 | nt | nt | -3.4 | -14.1 | -8.5 | nt | -5.6
CCC(C)[C@H]1COCCS(=O)(=O)N1Cc1ccc(Br)cc1 (stereo not given in full) | -0.1 | -3.6 | 0.0 | 1.1 | -1.4 | -10.1 | -3.9 | -8.6
Cc1ccc2c(c1)[nH]c1c(N3CCN(Cc4ccccc4)CC3)ncnc12 | -6.3 | nt | nt | -6.6 | 14.8 | -4.1 | nt | -0.6
O=C(c1ccco1)N1CCN(S(=O)(=O)c2cccc(Cl)c2)CC1 | 0.9 | -1.2 | nt | -5.0 | -6.2 | nt | -4.9 | -4.2
O=C(Nc1nc(-c2ccccc2)c(-c2ccccc2)s1)c1ccc(S(=O)(=O)N2CCCC2)cc1 | 1.6 | nt | nt | -3.4 | -4.8 | -5.5 | nt | 0.4
O=C(c1cccc(S(=O)(=O)N2CCOCC2)c1)N1CCN(C/C=C/c2ccccc2)CC1 | 1.2 | 2.2 | 0.1 | -6.5 | -4.6 | -1.2 | 0.6 | 4.9
COc1ccc(CNC(=O)Oc2ccccc2)cc1Cl | -0.1 | nt | nt | -1.7 | -3.3 | 7.7 | nt | -7.5

Compound activity as filed in PubChem.
